CHO-K1 Ca antag = M1 antagonist counterscreen hit in parental CHO-K1 cells; ATP-induced calcium, Fluo-8 fluorescence; inhibition, % at 3 µM; actives 0.6% (n = 360,000);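 active = inhibition above a per-plate cutoff, the plate's mean sample inhibition plus 3 SD, cut at about 24% in these data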;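 note: 0% = DMSO plus EC80 ATP and 100% = DMSO alone without ATP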
V1aR counter = activates human V1a receptor in oxytocin agonist counter-screen; P37288; CHO-V1R cells, Fluo-8 calcium fluorescence, agonist mode; 0% DMSO, 100% 3 nM vasopressin; actives 0.25% (n = 320,000); activation, % at 3 µM;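 active = activation above the mean activation of all tested compounds plus 3 SD, per screening run, cut at about 20% in these data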;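 note: signal is peak over basal fluorescence ratio across a 100 second FLIPR read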
CHO-K1 Ca PAM = M1 PAM counterscreen hit in parental CHO-K1 cells. ATP EC20, Fluo-8 calcium fluorescence; 0% at ATP EC20, 100% at ATP max. activation, % at 3 µM. actives 0.02% (n = 360,000);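 active = activation above the run cutoff, the mean activation of all test compounds plus 3 SD, cut at about 40% in these data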;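 note: peak over basal fluorescence ratio in a 140 s read after ATP addition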
TAAR1 agonist = agonists of human TAAR1; actives 0.99% (n = 360,000); AID 624467; activation, % at 3 µM; Q96RJ0; CHO RD-HGA16 TAAR1, Fluo-8 calcium fluorescence; vehicle wells 0%, saturating PEA agonist 100%;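 active = activation above the mean activation of all test compounds in the run plus 3 SD, cut at about 38% in these data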
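Test system: RD-HGA16 (CHO) cells co-expressing Gα16 and hTAAR1 | Doses: Single dose, 3 µM | Schedule: 17-24 h seeding, 75 min 37 °C dye, 30 min RT | Evaluation: % activation from peak over basal fluorescence ratio, DMSO-to-PEA scaled | Technique: Kinetic Fluo-8 calcium fluorescence | Benchmarks: Low control DMSO, high control PEA (EC100)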
TAAR1 antag = human TAAR1 antagonism | actives 1.5% (n = 360,000) | CHO RD-HGA16 TAAR1, Fluo-8 calcium fluorescence, antagonist | Q96RJ0 | AID 624466 | inhibition, % at 3 µM;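 active = inhibition above a per-plate cutoff, the mean inhibition of test compounds on that plate plus 3 SD, cut at about 49% in these data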;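 note: 0% = DMSO plus EC80 beta-PEA response and 100% = DMSO alone without agonist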
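Test system: hTAAR1-expressing CHO RD-HGA16 cells, Gα16-coupled; Probe or stimulus: EC80 β-phenethylamine stimulus; Compound dosing: single nominal final test compound concentration of 3 µM; Timing: 140 s kinetic read after compound, 140 s after agonist; Signal: Fluo-8 calcium-sensitive fluorescence; Measure: % inhibition of agonist calcium response; Controls: DMSO and EC80 PEA controls.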
CHO parental Ca = counter-screen for OX1R antagonists: effect in parental CHO cells; parental CHO-K1, ATP-induced calcium, Fluo-8 fluorescence; inhibition, % at 5.6 µM; actives 0.63% (n = 330,000);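 active = inhibition above that plate's mean sample inhibition plus 3 SD, cut at about 26% in these data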;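 note: 0% = ATP-challenged DMSO wells and 100% = DMSO wells without ATP; some compounds past the cut are filed as inactive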
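Assay system: untransfected parental CHO cell line. Also added: ATP agonist challenge. Dosing: one dose, 5.6 µM nominal. Measured by: Fluo-8 fluorescence. Read-out: % inhibition. Benchmarks: ATP wells versus no-ATP DMSO wells. Repeats: no replicates.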
CHO-K1 Ca ag = counter-screen for M1 agonists: effect in parental CHO-K1 cells; Fluo-8 calcium fluorescence; scaled to maximal ATP response, vehicle zero; AID 602248; actives 0.48% (n = 360,000); activation, % at 3 µM; in the data active = activation above about 15%;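 note: untransfected CHO-K1 host cells lacking M1 receptor as counterscreen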
OXTR potentiate = potentiates the human oxytocin receptor response. actives 0.061% (n = 320,000). activation, % at 3 µM. CHO-OTR cells, Fluo-8 calcium fluorescence, potentiator mode; 0% = oxytocin EC15, 100% = EC100;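 active = activation above that plate's cutoff, the mean activation of tested compounds plus 3 SD, cut at about 6.6% in these data, passing the limit was not always enough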;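 note: 100% uses oxytocin at 75 nM as the full agonist control; some results filed as inactive read as strong as hits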
Target sequence (P30559 whole entry, looked up): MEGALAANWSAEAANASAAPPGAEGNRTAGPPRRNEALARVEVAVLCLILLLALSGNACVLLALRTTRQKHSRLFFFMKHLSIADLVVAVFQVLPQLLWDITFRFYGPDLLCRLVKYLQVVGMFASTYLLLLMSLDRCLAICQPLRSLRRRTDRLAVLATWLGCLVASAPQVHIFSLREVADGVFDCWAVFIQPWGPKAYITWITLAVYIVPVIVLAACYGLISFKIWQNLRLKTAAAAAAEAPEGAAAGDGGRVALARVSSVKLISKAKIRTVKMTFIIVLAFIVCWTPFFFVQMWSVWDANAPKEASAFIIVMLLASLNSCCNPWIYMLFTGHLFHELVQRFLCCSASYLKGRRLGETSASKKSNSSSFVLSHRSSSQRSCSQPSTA
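System: human OTR in CHO cells / Also added: sub-maximal oxytocin, roughly EC15 / Control set: EC15 oxytocin low, 75 nM oxytocin high / Schedule: 6 min compound pre-incubation at room temperature, 100 s kinetic read / Compound: single-point 3.0 µM / Replication: singlicate / Technique: Fluo-8 calcium dye fluorescence / Read-out basis: % activation of max/min ratio relative to oxytocin controls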
CHRM1 agonist = human M1 muscarinic receptor agonism; actives 0.33% (n = 360,000); CHO-K1 hM1, Fluo-8 calcium fluorescence, agonist mode; 0% DMSO, 100% acetylcholine EC100; P11229; activation, % at 3 µM; AID 588814;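 active = activation above the run's mean compound activation plus 3 SD, cut at about 16% in these data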;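 note: peak over basal fluorescence ratio within a 140 s kinetic read after compound addition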
Target sequence (P11229 whole entry, looked up): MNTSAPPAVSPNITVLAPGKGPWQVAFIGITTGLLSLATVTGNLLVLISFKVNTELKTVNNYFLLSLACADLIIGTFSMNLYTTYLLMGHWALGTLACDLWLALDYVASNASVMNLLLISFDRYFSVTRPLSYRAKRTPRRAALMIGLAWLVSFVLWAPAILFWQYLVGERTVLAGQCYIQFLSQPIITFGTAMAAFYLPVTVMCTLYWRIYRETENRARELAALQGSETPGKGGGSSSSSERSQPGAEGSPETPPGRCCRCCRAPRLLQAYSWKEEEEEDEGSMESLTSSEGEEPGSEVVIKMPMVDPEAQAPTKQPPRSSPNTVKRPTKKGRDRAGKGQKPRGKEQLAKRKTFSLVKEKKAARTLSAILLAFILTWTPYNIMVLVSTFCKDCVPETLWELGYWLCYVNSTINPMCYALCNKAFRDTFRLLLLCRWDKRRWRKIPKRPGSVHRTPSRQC
* marks the source's active call; other numbers are inactive results.

How did COc1ccccc1/C=C/C=N/n1c(-c2cc(C)[nH]n2)n[nH]c1=S do in these assays?
CHO-K1 Ca antag: 1.5; V1aR counter: -0.2; CHO-K1 Ca PAM: -10.0; TAAR1 agonist: 6.8; TAAR1 antag: -16.0; CHO parental Ca: -0.8; CHO-K1 Ca ag: -0.1; OXTR potentiate: 4.9; CHRM1 agonist: -0.3

What do the screens show for `Cc1cc(C(=O)OCC(=O)Nc2cccc(S(N)(=O)=O)c2)c(C)o1`?
CHO-K1 Ca antag: -2.0; V1aR counter: 0.3; CHO-K1 Ca PAM: -11.5; TAAR1 agonist: 3.0; TAAR1 antag: -14.5; CHO parental Ca: 2.4; CHO-K1 Ca ag: -0.1; OXTR potentiate: -7.3; CHRM1 agonist: -1.2

What do the screens show for `CCOC(=O)C(NS(=O)(=O)c1ccccc1)(C(F)(F)F)P(=O)(OC(C)C)OC(C)C` (stereo unspecified)?
CHO-K1 Ca antag: -0.6; V1aR counter: 0.3; CHO-K1 Ca PAM: 13.0; TAAR1 agonist: 3.3; TAAR1 antag: -1.5; CHO parental Ca: -15.1; CHO-K1 Ca ag: 1.5; OXTR potentiate: -3.5; CHRM1 agonist: -1.0

What do the screens show for `Cc1cc(NC(=O)c2ccc3sc([C@@H]4O[C@H](CO)[C@H](O)[C@H](O)[C@H]4O)nc3c2)no1`?
CHO-K1 Ca antag: 6.8; CHO-K1 Ca PAM: -1.1; TAAR1 agonist: 1.2; TAAR1 antag: -19.1; CHO-K1 Ca ag: 0.1; CHRM1 agonist: 3.6

What do the screens show for `CCC(C)(C)NC(=O)C(c1cccc(OC)c1)N(C(=O)c1ccn[nH]1)c1cccc(OC)c1` (stereo unspecified)?
CHO-K1 Ca antag: 6.4; V1aR counter: 1.0; CHO-K1 Ca PAM: 16.4; TAAR1 agonist: 49.6*; TAAR1 antag: 38.7; CHO parental Ca: -20.2; CHO-K1 Ca ag: 4.9; OXTR potentiate: -4.6; CHRM1 agonist: 3.2

Results for Cc1ccc(F)cc1NC(=O)CCC(=O)c1cccs1 ?
CHO-K1 Ca antag: -4.5; V1aR counter: -0.2; CHO-K1 Ca PAM: 11.0; TAAR1 agonist: 0.4; TAAR1 antag: 6.1; CHO parental Ca: -3.7; CHO-K1 Ca ag: 0.2; OXTR potentiate: -10.4; CHRM1 agonist: -4.2

What do the screens show for `CCN1CCN(C(=O)/C=C/c2ccc(OC)cc2)CC1`?
CHO-K1 Ca antag: -8.3; V1aR counter: 1.1; CHO-K1 Ca PAM: 3.5; TAAR1 agonist: 1.8; TAAR1 antag: -7.9; CHO parental Ca: 2.5; CHO-K1 Ca ag: 0.5; OXTR potentiate: -2.0; CHRM1 agonist: -4.7

How did CC(C)(C)NC(=O)N1CCN(c2ncccc2C(F)(F)F)CC1 do in these assays?
CHO-K1 Ca antag: -6.3; V1aR counter: 0.0; CHO-K1 Ca PAM: 3.3; TAAR1 agonist: 0.5; TAAR1 antag: -19.8; CHO parental Ca: -15.6; CHO-K1 Ca ag: 5.6; OXTR potentiate: -4.7; CHRM1 agonist: -2.6

Results for CN(CC(=O)Nc1cccc(F)c1)C(=O)COc1cccc2c1OC(C)(C)C2 ?
CHO-K1 Ca antag: -2.6; V1aR counter: 2.2; CHO-K1 Ca PAM: 10.5; TAAR1 agonist: 3.1; TAAR1 antag: -27.8; CHO parental Ca: -5.7; CHO-K1 Ca ag: 1.2; OXTR potentiate: -1.0; CHRM1 agonist: -1.3

How did COC(=O)C(C(=O)NCC1CCCO1)C1CCCC1 (stereo unspecified) do in these assays?
CHO-K1 Ca antag: -6.4; V1aR counter: 0.8; CHO-K1 Ca PAM: -3.5; TAAR1 agonist: 4.7; TAAR1 antag: -4.4; CHO parental Ca: 2.5; CHO-K1 Ca ag: 0.1; OXTR potentiate: -1.2; CHRM1 agonist: 1.8

How did Cc1ccnc(NC(=O)Cn2c(=O)oc3ccccc32)c1 do in these assays?
CHO-K1 Ca antag: 7.8; V1aR counter: 0.5; CHO-K1 Ca PAM: -15.0; TAAR1 agonist: 0.1; TAAR1 antag: -9.9; CHO parental Ca: -0.7; CHO-K1 Ca ag: 0.5; OXTR potentiate: -5.0; CHRM1 agonist: -1.4

How did COc1ccccc1NC(=O)CSc1nnnn1-c1ccccc1OC do in these assays?
CHO-K1 Ca antag: -11.3; V1aR counter: 1.8; CHO-K1 Ca PAM: 4.3; TAAR1 agonist: 1.0; TAAR1 antag: 16.6; CHO parental Ca: -7.8; CHO-K1 Ca ag: 1.5; OXTR potentiate: -0.2; CHRM1 agonist: 0.2

What do the screens show for `Cc1cccc(NS(=O)(=O)c2cc3c4c(c2)CCC(=O)N4CCC3)c1`?
CHO-K1 Ca antag: 3.8; V1aR counter: 2.8; CHO-K1 Ca PAM: -5.6; TAAR1 agonist: 0.9; TAAR1 antag: 7.5; CHO parental Ca: -10.6; CHO-K1 Ca ag: 4.1; OXTR potentiate: -8.2; CHRM1 agonist: 1.5

How did C/C(=N\NC(=O)COc1ccc(C(C)(C)C)cc1)c1ccc(-n2ccnc2)cc1 do in these assays?
CHO-K1 Ca antag: 4.9; V1aR counter: 1.6; CHO-K1 Ca PAM: 8.4; TAAR1 agonist: 17.4; TAAR1 antag: 16.6; CHO parental Ca: -24.1; CHO-K1 Ca ag: 0.5; OXTR potentiate: -3.0; CHRM1 agonist: -6.2

What do the screens show for `COc1cccc(-n2c(C)nc3cc(C(=O)O)ccc32)c1`?
CHO-K1 Ca antag: -8.0; V1aR counter: 0.4; CHO-K1 Ca PAM: 10.0; TAAR1 agonist: 1.5; TAAR1 antag: -8.9; CHO parental Ca: -4.1; CHO-K1 Ca ag: 0.2; OXTR potentiate: 0.5; CHRM1 agonist: -2.5

Results for CC1CCC(NC(=O)c2cc(S(=O)(=O)N(C)C)ccc2N2CCCC2)CC1 (stereo unspecified) ?
CHO-K1 Ca antag: -1.4; V1aR counter: -1.2; CHO-K1 Ca PAM: 1.6; TAAR1 agonist: -0.8; TAAR1 antag: -14.8; CHO parental Ca: -18.7; CHO-K1 Ca ag: 0.1; OXTR potentiate: -0.8; CHRM1 agonist: -3.5

What do the screens show for `C=CCOC(=O)C1=C(C)NC(=O)NC1c1ccc(OC(=O)c2ccco2)c(OC)c1` (stereo unspecified)?
CHO-K1 Ca antag: -0.1; V1aR counter: 3.8; CHO-K1 Ca PAM: 12.4; TAAR1 agonist: 3.6; TAAR1 antag: 2.3; CHO parental Ca: -24.3; CHO-K1 Ca ag: 1.8; OXTR potentiate: 5.1; CHRM1 agonist: -1.6

Results for COc1ccc(CNCCC(c2ccc(OC(C)C)cc2)c2ccccc2OC)cc1 (stereo unspecified) ?
CHO-K1 Ca antag: 3.2; V1aR counter: 10.4; CHO-K1 Ca PAM: 3.8; TAAR1 agonist: 22.9; TAAR1 antag: 17.2; CHO parental Ca: 13.8; CHO-K1 Ca ag: 5.7; OXTR potentiate: -16.9; CHRM1 agonist: -2.7

How did COc1ccccc1NC1=NCC(=O)N1Cc1ccccc1 do in these assays?
CHO-K1 Ca antag: -5.7; V1aR counter: 0.8; CHO-K1 Ca PAM: 10.2; TAAR1 agonist: -1.0; TAAR1 antag: 13.1; CHO parental Ca: -12.9; CHO-K1 Ca ag: -0.2; OXTR potentiate: -5.0; CHRM1 agonist: -2.8

How did COc1ccccc1C1C(C(=O)NCc2ccccc2)=C(C)Nc2ncnn21 (stereo unspecified) do in these assays?
CHO-K1 Ca antag: 10.0; V1aR counter: -0.8; CHO-K1 Ca PAM: -7.0; TAAR1 agonist: 10.7; TAAR1 antag: 5.2; CHO parental Ca: -2.3; CHO-K1 Ca ag: -0.2; OXTR potentiate: 9.8; CHRM1 agonist: -3.6

What do the screens show for `CCCn1cc(S(=O)(=O)c2ccc(OC)cc2)c(=O)c2cc(OCC)ccc21`?
CHO-K1 Ca antag: -24.6; V1aR counter: -1.2; CHO-K1 Ca PAM: 26.3; TAAR1 agonist: -1.9; TAAR1 antag: -12.9; CHO parental Ca: -18.4; CHO-K1 Ca ag: 0.8; OXTR potentiate: -6.5; CHRM1 agonist: -4.2

How did OCC[C@H]1C[C@H](O)[C@@H](O)[C@@]2(OCCCc3ccccc32)O1 do in these assays?
CHO-K1 Ca antag: -5.2; V1aR counter: 1.4; CHO-K1 Ca PAM: 2.4; TAAR1 agonist: 0.3; TAAR1 antag: 4.0; CHO parental Ca: -4.0; CHO-K1 Ca ag: -0.2; OXTR potentiate: -0.1; CHRM1 agonist: 5.5

What do the screens show for `CC(C)(C)c1ccc(-n2ncc3c2CCCC3NC(=O)c2cnccn2)cc1` (stereo unspecified)?
CHO-K1 Ca antag: 10.9; V1aR counter: 4.9; CHO-K1 Ca PAM: 11.4; TAAR1 agonist: -1.8; TAAR1 antag: -29.7; CHO parental Ca: 5.4; CHO-K1 Ca ag: 7.3; OXTR potentiate: -11.0; CHRM1 agonist: 4.9

How did Cc1ccc(/C=C(\C#N)C(=O)Nc2c(C)cccc2C)s1 do in these assays?
CHO-K1 Ca antag: -11.4; V1aR counter: 2.3; CHO-K1 Ca PAM: -4.5; TAAR1 agonist: 2.7; TAAR1 antag: -9.2; CHO parental Ca: -15.8; CHO-K1 Ca ag: 3.4; OXTR potentiate: -4.9; CHRM1 agonist: -2.0

What do the screens show for `CCOc1ccc(NC(=O)C2CCN(C(=O)NC3CCCCC3)CC2)cc1`?
CHO-K1 Ca antag: -10.9; V1aR counter: 0.1; CHO-K1 Ca PAM: 15.6; TAAR1 agonist: 10.9; TAAR1 antag: -1.0; CHO parental Ca: -1.9; CHO-K1 Ca ag: 0.2; OXTR potentiate: -8.5; CHRM1 agonist: -3.6

What do the screens show for `CCCC(CCC)C(=O)NC1CCN(Cc2ccccc2)CC1`?
CHO-K1 Ca antag: -11.6; V1aR counter: 1.4; CHO-K1 Ca PAM: 6.3; TAAR1 agonist: 9.8; TAAR1 antag: 15.2; CHO parental Ca: -26.1; CHO-K1 Ca ag: 0.2; OXTR potentiate: -15.0; CHRM1 agonist: -13.6

What do the screens show for `O=C(NCC(c1ccc(F)cc1)N1CCOCC1)c1cc(F)c(F)c(F)c1F` (stereo unspecified)?
CHO-K1 Ca antag: -16.2; V1aR counter: 1.2; CHO-K1 Ca PAM: 21.7; TAAR1 agonist: 7.0; TAAR1 antag: 2.7; CHO parental Ca: -6.5; CHO-K1 Ca ag: 0.5; OXTR potentiate: -5.8; CHRM1 agonist: -8.8
